High-throughput results from PubChem BioAssay.
EWS-Fli inh: inhibitors of EWS/Fli oncoprotein transcriptional activity. inhibition, % at 12.6 µM. A673 NR0B1-luciferase reporter, viability-normalised. AID 651661. actives 0.67% (n = 350,000);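 active = mean inhibition of at least 50% after viability correction, with every replicate also passing that limit; inconclusive = mean reaches 50% but only one of two replicates passes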;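 also: firefly luciferase signal divided by Alamar Blue viability fluorescence both relative to DMSO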
CFTR F508del cor: CFTR F508del correction in bronchial cells; CFBE cells, YFP halide quenching; stimulated with forskolin plus potentiator P3; % fluorescence drop versus neutral controls; activity (quench increase), % at 7.58 µM; actives 0.36% (n = 350,000); AID 720511;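 active = mean added fluorescence quench of at least 8% versus neutral control, with both replicates also reaching 8%; inconclusive = only one of the mean or replicate conditions met; inactive = mean below 8% and not both replicates reaching 8%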;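 also: cells transiently co-express mutant CFTR-F508del with the halide-sensitive YFP; corrector assay measuring rescue of mutant channel to the surface after 24 h compound exposure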
miR-122 sensor: miR-122 inhibition in Huh7 cells | Huh7 miR-122 Renilla luciferase sensor, 48 h; neutral wells = 0, positive control = 100 | activation (reporter increase), % at 12.5 µM | actives 0.3% (n = 340,000);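 active = mean replicate activation score at least 90 and every replicate individually at or above 90; inconclusive = only one of the two criteria met; inactive = neither criterion met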;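 also: higher luciferase means less miR-122 activity so hits act as miR-122 inhibitors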
GSIS activator: GLuc luminescence reporter in INS-1E cells, primary screen for activators of glucose-dependent secretion of insulin. INS-1E GLuc reporter insulin secretion, 2-3 h. activation, % at 16.6 µM. actives 0.61% (n = 370,000). AID 743287;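 active = lowest replicate activation of at least 40%, so every replicate reaches that level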;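 also: 0% = median of neutral control wells and 100% = median of IBMX positive control wells; some compounds called inactive have numbers as strong as hits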
FN deposition inh: fibronectin deposition inhibition; AH1F fibroblasts, Alexa488-fibronectin deposition fluorescence, overnight; inhibition, % at 12.6 µM; actives 0.086% (n = 350,000);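 active = mean inhibition across replicates of 30% or more, regardless of how many single replicates reach that level; inconclusive = mean under 30% yet at least half of replicates reach 30%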;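 also: positive control wells lacked labelled fibronectin entirely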
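Assay system: AH1F fibroblasts assembling fluorescent fibronectin matrix; Amount: 10000 AH1F cells per well; Buffer or medium: DMEM, 2% serum; Probe or stimulus: Alexa488-fibronectin, 24 nM final in well; Doses: single compound dose, delivered by pin transfer; Incubation: 1 h adhesion, overnight exposure; Measured by: fluorescence 485/525 nm; Read-out: fibronectin deposition inhibition.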
DENV2 CPE rescue: inhibitors of DENV2 cytopathic effect; DENV2-infected cells, cytopathic effect rescue, plate reader; CPE inhibition, % at 9.99 µM; actives 1.7% (n = 350,000); in the data active = CPE inhibition above about 20%, passing the limit was not always enough; inconclusive = no clear call, values can overlap the other calls; tested in BHK-21 cells;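 also: 0% = median of neutral control wells and 100% = median of positive control wells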
PAX8 reporter: lowers PAX8-driven luciferase in RMG-I cells | RMG-I TPO-luciferase reporter, SteadyGlo, 24 h | inhibition, % at 12.6 µM | actives 1.2% (n = 360,000) | AID 652154;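 active = mean replicate inhibition at least 60% with every replicate also reaching 60%; inconclusive = only one of the two criteria is met; inactive = mean below 60% and not all replicates reaching 60%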;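 also: luciferase light reporting Pax8 driven TPO promoter activity; plate controls were median of neutral control wells for no effect and mitoxantrone controls for full effect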
* hit, by the source's call; ? = inconclusive; . = no result given; & = joins results of further samples; [ ] = dose if it differs, or a comment.

SMILES,EWS-Fli inh,CFTR F508del cor,miR-122 sensor,GSIS activator,FN deposition inh,DENV2 CPE rescue,PAX8 reporter
COc1ccc(Cc2nnc(NC(=O)C3CCN(C(=O)c4ccco4)CC3)s2)cc1,17,0.0,.,11,5,?,6
CCN(CC)S(=O)(=O)c1ccc(S(=O)(=O)Nc2cc3c(cc2C(C)=O)OCO3)cc1,13,3.9,.,-1,.,-9,.
CCOC(=O)C(=O)N(C)c1c(CC)nc2c(OCc3ccccc3)cccn12,0,1.0,.,0,.,-9,2
CCN(CC)S(=O)(=O)c1ccc2[nH]cc(C(=O)NCCN3CCCCC3C)c(=O)c2c1 (centres undefined),.,.,3,0,-2,.,.
C[C@@H]1CN([C@@H](C)CO)C(=O)Cc2cc(NC(=O)CCN3CCOCC3)ccc2O[C@H]1CN(C)Cc1ccc(C(F)(F)F)cc1,9,0.5,1[16.7 µM],0,.,-19,24
Cc1cc(C(=O)N/N=C/c2ccc(O)c(O)c2O)c(C)n1-c1ccccc1,-20,1.0,.,-2,7,-4,-27
CC(C)C(=O)Nc1nc(-c2ccccc2)ns1,.,.,-3,.,-34,.,-180
COc1ccc(NC(=O)CSc2n[nH]c(=O)n2C2CC2)cc1Cl,-8,-7.0,7,17,1,-5,4
COc1ccc(S(=O)(=O)N(C)C[C@@H]2OCCCC[C@@H](C)Oc3ccc(NS(C)(=O)=O)cc3C(=O)N([C@@H](C)CO)C[C@H]2C)cc1,-11,-1.0,-8[16.7 µM],-3,.,10,5
CCn1cc(S(=O)(=O)Nc2cc(C(=O)OC)ccc2C)cn1,14,-1.3,.,21,2,-1,18
CCOc1cc2c(C)cc(=O)oc2cc1Cl,4,2.1,-1,1,.,4,.
C[C@H](CO)N1C[C@H](C)[C@H](CN(C)Cc2ccncc2)OCCCC[C@H](C)Oc2ccc(NC(=O)Nc3ccc(F)cc3)cc2C1=O,5,-4.3,-4[16.7 µM],-18,2,1,2
COc1cc2c(cc1OC)C(C)N(C(=O)c1sc(-c3cnccn3)nc1C)CC2 (centres undefined),6,2.2,.,.,3,-9,2
C[C@@H]1CN([C@@H](C)CO)C(=O)c2cc(C#CCN(C)C)cnc2O[C@H]1CN(C)C(=O)c1cnccn1,0,1.4,-2[16.7 µM],3,.,4,-3
CCOc1ccc(NC(=O)c2ccccc2SC)cc1,-58,-0.1,-2,-3,8,-2,-19
C[C@H](CO)N1C[C@H](C)[C@H](CN(C)Cc2ccc(C(=O)O)cc2)Oc2ccc(NS(=O)(=O)c3ccc(Cl)cc3)cc2CC1=O,-7,-1.3,-2[16.7 µM],16,.,3,.
COc1ccc(NC(=O)N(C)C[C@H]2Oc3ncc(C#CCC(C)C)cc3C(=O)N([C@H](C)CO)C[C@@H]2C)cc1,-7,-1.5,7[16.7 µM],-14,-9,9,.
Cc1ccc(S(=O)(=O)N2[C@@H](CO)CO[C@H]2CC(=O)c2cccs2)cc1,-7,3.2,.,-6,-6,-5,4
CCNC(=O)NC(=O)CSc1nnc(-c2c[nH]c3ccccc23)o1,10,0.5,-4,9,3,-3,-2
COc1ccc(CC(=O)Nc2cc(C)c3c(=O)oc4ccccc4c3n2)cc1,-12,-2.3,0,-1,.,-1,13
COc1ccccc1C(=O)C1CCCN(C(=O)c2cccnc2SC)C1 (centres undefined),-8,0.1,.,15,-20,-1,5
COC(C[C@H]1O[C@H]1[C@@H](O)[C@@H](C)OCc1ccccc1)OC,-6,-3.9,0,-6,5,-12,-2
Cc1noc(C)c1S(=O)(=O)NCCN1CCN(c2ccccc2)CC1,.,.,7,.,-3,.,2
COc1ccccc1C(=O)NCC(=O)OC(C)C(=O)N(C)C1CCCCC1 (centres undefined),1,1.0,-9,-8,0,0,5
O=[N+]([O-])c1cc([N+](=O)[O-])c(Oc2c(F)cc(F)cc2F)cc1NN1CCCCC1,7,3.5,.,.,-4,12,7
COC1CCCN(C(=O)c2cccc(OC3CCN(S(C)(=O)=O)CC3)c2)C1 (centres undefined),.,-2.2,-3,1,2,4,-21
O=C(Cc1ccncc1)NCC[C@H]1CC[C@H](NC(=O)C2CCOCC2)[C@H](CO)O1,-6,0.9,.,-2,7,-4,-9
CC(=O)c1cccc(CN2CCN(C3CCCCC3)C(CCO)C2)c1 (centres undefined),7,0.3,7,5,-11,0,7
CSCCOC(=O)COc1ccc(/C=N/NC(=O)c2nn(C)cc2Cl)cc1,.,.,.,-24,7,.,1
CN(C)C(=O)c1cccc(-c2ccc3c(c2)[C@H]2[C@H](CCN2C(=O)C2CC2)[C@H](CO)N3)c1,10,-2.3,-15[16.7 µM],-4,3,3,-32
O=C(COc1ccccc1Cl)NCc1ccccc1,-34,-2.4,-3,6,-4,0,-4
O=C(CN1C(=O)NC2(CCOc3ccccc32)C1=O)NCc1ccc(F)cc1 (centres undefined),-3,-2.7,0,-6,-4,2,-8
Nc1c(C(=O)O)sc2nc(-c3ccccc3)cc(-c3ccc(F)cc3)c12,6,-1.8,-1,22,-1,8,-7
Cc1noc(C)c1-c1ccc(C(=O)NC2CCCCC2)c2occc12,-22,1.2,-2,-29,6,-1,.
Cc1ccccc1C1CC(c2cccs2)Nc2nnnn21 (centres undefined),7,1.0,.,10,4,-2,-3
O=[N+]([O-])c1ccc(CN2CC(N3CCC(c4ccccc4)CC3)CS2(=O)=O)cc1 (centres undefined),0,1.4,-9,-20,.,12,12
O=C(C1CCOCC1)N1[C@@H](CO)[C@H](c2ccccc2)C12CN(CCC(F)(F)F)C2,1,-4.3,.,-3,3,7,.
COc1ccccc1CNC(=O)C[C@@H]1CC[C@@H]2[C@H](COC[C@H](O)CN2Cc2ccc3c(c2)OCO3)O1,9,-1.4,3[16.7 µM],-8,8,3,7
O=C(Nc1cc(Cl)ccc1O)c1snnc1-c1ccccc1,.,.,-10,.,1,.,15
O=C(C[C@H]1CC[C@@H]2[C@H](COC[C@H](O)CN2C(=O)c2cnccn2)O1)NCc1ccc(Cl)cc1,-7&0,-4.1&-2.0,-3[16.7 µM],-2&3,-4&3,-7&4,-14&-8
CC(C)C(NC(=O)Cc1ccccc1)C(=O)N1CCN(c2cccc(Cl)c2)CC1 (centres undefined),20,-2.3,-11,.,0,-10,28
O=C(NN1CCOCC1)c1cc(-c2ccc(Cl)c(Cl)c2)nc2ccccc12,.,.,-5,-14,-3,.,12
CN(C)S(=O)(=O)Nc1ccccc1F,20,-1.6,.,0,-11,-6,8
C[C@@H]1CCCCO[C@@H](CN(C)S(=O)(=O)c2cccs2)[C@H](C)CN([C@H](C)CO)C(=O)c2cc(NC(=O)NC3CCCCC3)ccc2O1,14,2.5,-12[16.7 µM],-10,.,?,27
CCCn1c(SCC(=O)Nc2cc(Cl)ccc2OC)nc(O)cc1=O,2,2.9,.,2,-9,0,8
COc1ccc(COC(=O)c2ccc(C)c(S(=O)(=O)N3CCOCC3)c2)cc1F,-7,-0.2,.,7,-3,13,6
O=C(COC(=O)Cc1c[nH]c2ccccc12)Nc1ccc(Cl)cc1,-4,0.9,-12,.,-6,-3,-14
CCCc1cc(C(=O)N(C2CCCCC2)C2CCCCC2)no1,32,-1.3,-4,-3,-18,-3,14
CCN1CCN(C(=O)COCc2cc(-c3ccc4c(c3)OCO4)on2)CC1,-10,-0.4,.,18,-11,3,-17
CN(CCNC(=O)c1ccc(CS(=O)(=O)c2ccc(Br)cc2)o1)CCc1ccccc1,5,-0.4,-3,-34,-4,9,4
COc1ccccc1C=NNC(=O)c1ccncc1,-1,-1.8,-8,3,2,-6,-1
Cn1nnnc1Sc1ncnc2scc(-c3ccc(Br)cc3)c12,43,-3.5,-13,22,7,-15,100*
Cc1onc(-c2ccccc2)c1-c1ccnc(N)n1,1,-3.4,.,.,1,-4,-2
O=C(NCCCn1ccnc1)c1cn(-c2ccccc2)nc1-c1ccccc1,5,1.6,13,4&-1,.,7,.
COc1ccc(Nc2nc(N)c3ccccc3n2)c(OC)c1,-103,-0.9,13,46,0,-5,-124
Cc1noc(C)c1S(=O)(=O)Nc1ccc2c(c1)CC(=O)N([C@@H](C)CO)C[C@H](C)[C@H](CN(C)S(C)(=O)=O)O2,-10,-0.7,11[16.7 µM],10,.,-2,10
C[C@H](CO)N1C[C@H](C)[C@@H](CN(C)CC2CCCCC2)Oc2ccc(NS(C)(=O)=O)cc2CC1=O,-7,-0.5,-1[16.7 µM],6,-8,-4,12
Nc1cccc(CCc2nc3ccccc3[nH]2)c1,-34,0.7,-9,.,-2,.,30
CCCCNC(=O)c1nc(-c2ccncc2)oc1-c1ccc(OC(F)(F)F)cc1,11,-3.8,.,13,-12,-4,-1
COCCNC(=O)C1CCCN(C(=O)c2nc3ccccc3s2)CC1 (centres undefined),-6,2.4,-5,5,-6,11,-1

(list continues)
SMILES,EWS-Fli inh,CFTR F508del cor,miR-122 sensor,GSIS activator,FN deposition inh,DENV2 CPE rescue,PAX8 reporter
COC(=O)[C@]12CCCCC=C1N(Cc1ccc3c(c1)OCO3)C(=O)[C@H](CC(=O)N1CCN(C(=O)C3CC3)CC1)C2,1,3.2,.,.,12,-10,2
COc1cc(C(=O)N(Cc2ccccc2)c2cccc(C)c2)ccc1OCC(=O)N1CCOCC1,-4,-0.7,8,-15,12,10,-2
CCCc1cc(=O)[nH]c(SCc2nc3ccccc3o2)n1,9,-0.5,5,-1,-5,-6,21
CC(C)(C)OC(=O)C[C@@H]1C/C=C\C[C@H](CC(=O)N(CCO)Cc2ccccc2)C(=O)NC[C@H](c2ccccc2)OC1=O,3,0.1,3,-55,-5,?,5
Cc1ccc(S(=O)(=O)N[C@H]2C=C[C@@H](CC(=O)N3CCN(c4ccccc4)CC3)O[C@@H]2CO)cc1,5,1.8,.,-5,4,8,6
CCN1C(=O)c2cccc3c(S(=O)(=O)Nc4ccc(OC)cc4OC)ccc1c23,.,.,31,0,.,.,-7
N#Cc1c(-c2cccs2)nc(SCC(=O)c2ccc(Br)cc2)[nH]c1=O,8,-1.6,2,.,-4,-1,10
